Screening data deposited in PubChem by several laboratories.
MOR-DOR inv ag – mu-delta opioid heterodimer inverse agonism; P35372+P41143; cell-based MOR-DOR heterodimer luminescence; actives 0.21% (n = 340,000); inhibition, % at 9.3 µM; AID 504357; in the data active means inhibition above about 22%, passing the limit was not always enough;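 further: 0% = cells with DMSO and 100% = wells without cells with DMSO; values of inactives mirror those of a sister screen read the other way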
Target sequence (P35372 whole entry, looked up): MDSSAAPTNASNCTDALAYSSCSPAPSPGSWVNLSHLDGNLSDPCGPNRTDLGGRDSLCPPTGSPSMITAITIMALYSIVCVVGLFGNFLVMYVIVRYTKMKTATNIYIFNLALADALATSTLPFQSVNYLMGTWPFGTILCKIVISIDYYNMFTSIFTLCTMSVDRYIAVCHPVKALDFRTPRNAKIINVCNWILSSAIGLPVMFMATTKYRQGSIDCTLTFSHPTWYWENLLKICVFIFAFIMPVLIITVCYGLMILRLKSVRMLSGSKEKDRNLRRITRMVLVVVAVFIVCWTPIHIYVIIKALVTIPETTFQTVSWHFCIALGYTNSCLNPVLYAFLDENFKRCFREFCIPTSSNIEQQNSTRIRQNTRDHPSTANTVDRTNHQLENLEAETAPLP
Target sequence (P41143 whole entry, looked up): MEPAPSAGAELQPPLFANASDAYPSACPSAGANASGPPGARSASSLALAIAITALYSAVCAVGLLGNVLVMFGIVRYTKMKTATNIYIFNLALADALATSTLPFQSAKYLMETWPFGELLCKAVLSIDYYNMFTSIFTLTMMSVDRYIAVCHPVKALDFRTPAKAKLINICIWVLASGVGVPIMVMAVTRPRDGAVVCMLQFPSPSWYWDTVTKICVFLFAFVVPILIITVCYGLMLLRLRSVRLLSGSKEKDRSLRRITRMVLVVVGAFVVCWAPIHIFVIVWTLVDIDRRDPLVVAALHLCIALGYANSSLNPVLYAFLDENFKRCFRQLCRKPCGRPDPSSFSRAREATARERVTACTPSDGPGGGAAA
cardiac RTF act – increases calcium sensitivity of human cardiac regulated thin filaments; actives 0.24% (n = 340,000); IANBD-labeled TnC RTF fluorescence at EC20 calcium; 0% EC20 calcium, 100% full calcium; P19429+P45379; activation, % at 7.2 µM;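 active means activation above the mean over all tested compounds plus 3 SD, cut at about 30% in these data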;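 further: rise in fluorescence read as greater calcium sensitivity of cardiac thin filaments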
CAL-PDZ inh HTS – inhibitors of human CAL PDZ peptide binding. Q9HD26. purified CAL PDZ, TMR-peptide fluorescence polarization, 1 h. inhibition, % at 24.9 µM. actives 0.92% (n = 300,000). AID 602252;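 active means mean inhibition of at least 30% with at least half of replicates also reaching 30%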;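 further: 0% = DMSO neutral control and 100% = excess unlabeled competitor peptide PRC23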
HTR5A inv ag – counter-screen for OPRM1-OPRD1 inverse agonists: human HTR5A inverse agonism | actives 0.083% (n = 340,000) | HTR5A cell line, luminescence | P47898 | inhibition, % at 9.3 µM | AID 504634; in the data active means inhibition mostly above about 23%, no sharp cut-off; inactive means mostly below about 18%;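 further: 0% = cells with DMSO and 100% = no-cell wells with DMSO; some compounds called inactive have numbers as strong as hits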
OPRM1-OPRD1 ag – agonists of human mu-delta opioid receptor heterodimerization | P35372+P41143 | activation, % at 9.3 µM | actives 0.3% (n = 340,000) | cells, OPRM1-OPRD1 heterodimerization, luminescence; in the data active means activation above about 18%;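 further: 0% = vehicle-treated cells and 100% = reference agonist; values of inactives mirror those of a sister screen read the other way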
V-ATPase pHluor – alters yeast V-ATPase proton transport | response, % at 10 µM | actives 0.37% (n = 350,000) | S. cerevisiae, pHLuorin cytosolic pH fluorescence; in the data active means response mostly above about 7.3%, no sharp cut-off; inactive means mostly below about 5.4%; further: actives read high; inactives centre near 0; some compounds called inactive have numbers as strong as hits; reference of the scale not given here
Keap1 Nrf2 FP – disrupts human Keap1 binding to Nrf2 peptide. Q14145. actives 0.15% (n = 340,000). Keap1 Kelch-Nrf2 peptide fluorescence polarization, 1536-well. inhibition, % at 9.4 µM. AID 504523; in the data active means inhibition above about 12%;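 further: human Keap1 Kelch domain with fluorescein labeled Nrf2 9mer peptide probe; 0% = neutral control wells and 100% = peptide positive control; higher means more block of Keap1 binding to Nrf2 peptide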
Cardiac RTF inh – cardiac RTF calcium desensitization | P19429+P45379 | AID 493244 | IANBD-labeled cardiac RTF, Ca2+ fluorescence | inhibition, % at 7.15 µM | actives 0.12% (n = 340,000);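 active means inhibition above the mean inhibition of all tested compounds plus 3 SD, cut at about 17% in these data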;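 further: assay run at fixed EC70 calcium of 1.6 mM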
HTR5A ag – HTR5A agonism, opioid heterodimer counter-screen. activation, % at 9.3 µM. AID 504692. HTR5A agonist assay, luminescence, cell-based. actives 0.61% (n = 340,000); in the data active means activation mostly above about 9.5%, no sharp cut-off; inactive means mostly below about 7.6%;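 further: 0% = cells with vehicle only and 100% = reference agonist; strong numbers were not always called active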
LANA DNA inh – blocks KSHV LANA C-terminal domain binding to DNA; actives 0.078% (n = 340,000); inhibition, % at 9 µM; MBP-C-LANA/FAM-LBS DNA binding, fluorescence polarization;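 active means highest replicate inhibition at or above 60% at 9 µM, even if other replicates fall short; inactive means all replicates below 60% inhibition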;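 further: 0% = neutral control wells and 100% = 4 µM acridine orange control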
Numbers without * were called inactive. Outcome played no part in choosing rows; 2.8% or so of the library scored in one or more.

Screening OC(COCc1cccs1)CN1CCN(c2cccc(Cl)c2)CC1 (configuration not stated) returned MOR-DOR inv ag -14, cardiac RTF act -6, CAL-PDZ inh HTS 1, HTR5A inv ag 22, OPRM1-OPRD1 ag 2.2, V-ATPase pHluor 3, Keap1 Nrf2 FP -2, Cardiac RTF inh 2, HTR5A ag -2 and LANA DNA inh 0.0.
Screening CCOC(=O)c1ccc(COC(=O)c2ccc3c(c2)-c2ccccc2C3=O)cc1 returned MOR-DOR inv ag 2, cardiac RTF act -1, CAL-PDZ inh HTS -2, HTR5A inv ag -15, OPRM1-OPRD1 ag -0.4, V-ATPase pHluor 1, Keap1 Nrf2 FP 8, Cardiac RTF inh -3, HTR5A ag 0 and LANA DNA inh 0.6.
Screening Nc1nc(SCc2ccccc2Cl)c2ncn(C3OC(CO)C(O)C3O)c2n1 (configuration not stated) returned MOR-DOR inv ag 18, cardiac RTF act -4, CAL-PDZ inh HTS -7, HTR5A inv ag 9, OPRM1-OPRD1 ag -3.8, V-ATPase pHluor -1, Keap1 Nrf2 FP 3, Cardiac RTF inh 1, HTR5A ag -2 and LANA DNA inh 0.1.
`Cc1ncc([N+](=O)[O-])n1CCOC(=O)NC(Nc1ccc(F)cc1)C(Cl)(Cl)Cl` (configuration not stated) gave MOR-DOR inv ag -19, cardiac RTF act 14, CAL-PDZ inh HTS 8, HTR5A inv ag 19, OPRM1-OPRD1 ag 3.7, V-ATPase pHluor 5, Keap1 Nrf2 FP -1, Cardiac RTF inh -18, HTR5A ag 4 and LANA DNA inh -1.2.
`CC1=C(C(=O)OCC(Cl)(Cl)Cl)N2C(=O)C(NC(=O)Cc3ccccc3)C2SC1` (configuration not stated) gave MOR-DOR inv ag -1, cardiac RTF act 4, HTR5A inv ag 0, OPRM1-OPRD1 ag 0.2, V-ATPase pHluor 4, Keap1 Nrf2 FP -3, Cardiac RTF inh 5, HTR5A ag 2 and LANA DNA inh -1.1.
For CCCCCCn1c(N2CCC(C(N)=O)CC2)nc2c1c(=O)n(C)c(=O)n2C the results were MOR-DOR inv ag 12, cardiac RTF act 10, CAL-PDZ inh HTS -9, HTR5A inv ag 10, OPRM1-OPRD1 ag -2.0, V-ATPase pHluor -2, Keap1 Nrf2 FP -3, Cardiac RTF inh 0, HTR5A ag 2 and LANA DNA inh -0.8.
`CCN(CC)S(=O)(=O)c1ccc(C(=O)OCC(=O)Nc2ccc(-c3nc4ccc(C)cc4s3)cc2)cc1` gave MOR-DOR inv ag 10, cardiac RTF act 1, CAL-PDZ inh HTS 2, HTR5A inv ag 8, OPRM1-OPRD1 ag -1.8, V-ATPase pHluor -2, Keap1 Nrf2 FP 1, Cardiac RTF inh -7, HTR5A ag -2 and LANA DNA inh 1.4.
Screening CC(C)CCN(CC(=O)NCc1ccc(F)cc1)S(=O)(=O)c1ccccc1F returned MOR-DOR inv ag 18, cardiac RTF act -4, CAL-PDZ inh HTS -1, HTR5A inv ag -11, OPRM1-OPRD1 ag -3.8, V-ATPase pHluor -2, Keap1 Nrf2 FP 1, Cardiac RTF inh -4, HTR5A ag 3 and LANA DNA inh -0.9.
For CCCCCSc1nnc(N)s1 the results were MOR-DOR inv ag 5, cardiac RTF act 2, CAL-PDZ inh HTS -2, HTR5A inv ag -25, OPRM1-OPRD1 ag -1.0, V-ATPase pHluor -3, Keap1 Nrf2 FP 1, Cardiac RTF inh -1, HTR5A ag 0 and LANA DNA inh -1.4.
CCC(=O)N1CCN(c2cc(N3CCCC3)c(F)cc2[N+](=O)[O-])CC1 was read as MOR-DOR inv ag 5, cardiac RTF act 0, CAL-PDZ inh HTS 11, HTR5A inv ag -2, OPRM1-OPRD1 ag -0.9, V-ATPase pHluor -1, Keap1 Nrf2 FP -2, Cardiac RTF inh 7, HTR5A ag 1 and LANA DNA inh 1.0.
COc1ccc(C2CC(=O)N(C)c3ccccc3S2)cc1OC (configuration not stated) was read as MOR-DOR inv ag 12, cardiac RTF act 7, CAL-PDZ inh HTS -4, HTR5A inv ag 11, OPRM1-OPRD1 ag -2.4, V-ATPase pHluor 4, Keap1 Nrf2 FP -6, Cardiac RTF inh -3, HTR5A ag -5 and LANA DNA inh 0.0.
`C(COC1CC2CC1C1C2CC2OC21)OC1CC2CC1C1C2CC2OC21` (configuration not stated) gave MOR-DOR inv ag 12, cardiac RTF act -5, CAL-PDZ inh HTS -3, HTR5A inv ag 3, OPRM1-OPRD1 ag -2.4, V-ATPase pHluor -1, Keap1 Nrf2 FP 0, Cardiac RTF inh -3, HTR5A ag -1 and LANA DNA inh -1.9.
Screening O=C(O)C1C2C=CC(CC2)C1C(=O)O (configuration not stated) returned MOR-DOR inv ag 2, cardiac RTF act -4, HTR5A inv ag -15, OPRM1-OPRD1 ag -0.3, V-ATPase pHluor -1, Keap1 Nrf2 FP -1, Cardiac RTF inh -3, HTR5A ag 6 and LANA DNA inh 19.
For CCN(CC)C(=S)SCC(=O)c1ccccc1 the results were MOR-DOR inv ag 18, cardiac RTF act -6, CAL-PDZ inh HTS -6, HTR5A inv ag 23, OPRM1-OPRD1 ag -3.5, V-ATPase pHluor -5, Keap1 Nrf2 FP 0, Cardiac RTF inh -3, HTR5A ag -2 and LANA DNA inh 0.6.
Screening N#Cc1ccccc1OCC(=O)OCC(=O)c1ccc2c(c1)NC(=O)CO2 returned MOR-DOR inv ag 14, cardiac RTF act 17, CAL-PDZ inh HTS -1, HTR5A inv ag 2, OPRM1-OPRD1 ag -2.5, V-ATPase pHluor 4, Keap1 Nrf2 FP -2, Cardiac RTF inh -6, HTR5A ag -1 and LANA DNA inh -1.5.
Screening COc1ccc(N(CC(=O)NCCSc2ccccc2)S(=O)(=O)c2ccccc2)c(OC)c1 returned MOR-DOR inv ag -3, cardiac RTF act -2, CAL-PDZ inh HTS 1, HTR5A inv ag -26, OPRM1-OPRD1 ag 0.5, V-ATPase pHluor 0, Keap1 Nrf2 FP -5, Cardiac RTF inh 3, HTR5A ag 7 and LANA DNA inh 0.4.
COc1cccc(CNC(=O)c2c(C)nn(-c3ccccc3)c2C)c1 was read as MOR-DOR inv ag 9, cardiac RTF act 0, CAL-PDZ inh HTS -3, HTR5A inv ag 7, OPRM1-OPRD1 ag -1.4, V-ATPase pHluor 4, Keap1 Nrf2 FP 0, Cardiac RTF inh -12, HTR5A ag 2 and LANA DNA inh 0.5.
For O=C(CCCCl)Nc1c2c(nn1-c1ccccc1)CSC2 the results were MOR-DOR inv ag 20, cardiac RTF act -2, HTR5A inv ag -23, OPRM1-OPRD1 ag -3.8, V-ATPase pHluor 2, Keap1 Nrf2 FP 2, Cardiac RTF inh -8, HTR5A ag -3 and LANA DNA inh -1.0.
`O=C(Cc1ccccc1)N/N=C/c1ccccc1Cl` gave MOR-DOR inv ag 2, cardiac RTF act 1, CAL-PDZ inh HTS 0, HTR5A inv ag 9, OPRM1-OPRD1 ag -0.4, V-ATPase pHluor 2, Keap1 Nrf2 FP 5, Cardiac RTF inh -2, HTR5A ag -1 and LANA DNA inh -0.2.
`O=C1N(CN2CCOCC2)c2ccccc2C12OCC(CCl)O2` (configuration not stated) gave MOR-DOR inv ag 17, cardiac RTF act 3, CAL-PDZ inh HTS -1, HTR5A inv ag 2, OPRM1-OPRD1 ag -3.8, V-ATPase pHluor 3, Keap1 Nrf2 FP 3, Cardiac RTF inh -8, HTR5A ag -1 and LANA DNA inh 0.4.
COC(=O)c1ccc(Oc2nc(N(C)C)nc(N3CCOCC3)n2)cc1 was read as MOR-DOR inv ag 6, cardiac RTF act 4, CAL-PDZ inh HTS 0, HTR5A inv ag -1, OPRM1-OPRD1 ag -1.0, V-ATPase pHluor -5, Keap1 Nrf2 FP -3, Cardiac RTF inh -14, HTR5A ag 0 and LANA DNA inh -0.3.
`O=C(COC(=O)Cc1n[nH]c(=O)c2ccccc12)NNC(=O)c1ccc(Br)cc1` gave MOR-DOR inv ag 16, cardiac RTF act 1, CAL-PDZ inh HTS 1, HTR5A inv ag 5, OPRM1-OPRD1 ag -3.9, V-ATPase pHluor -1, Keap1 Nrf2 FP -1, Cardiac RTF inh -4, HTR5A ag -2 and LANA DNA inh 2.3.
Screening Cc1cc2cc(CNC(=S)NCc3ccccc3)ccc2n1C returned MOR-DOR inv ag 7, cardiac RTF act 2, HTR5A inv ag -13, OPRM1-OPRD1 ag -1.4, V-ATPase pHluor -2, Keap1 Nrf2 FP 4, Cardiac RTF inh -2, HTR5A ag 0 and LANA DNA inh -2.0.
Screening COc1cc(C(=O)Nc2ccccc2SCc2cc(=O)n3nc(C)sc3n2)cc(OC)c1OC returned MOR-DOR inv ag 5, cardiac RTF act 4, CAL-PDZ inh HTS 0, HTR5A inv ag 4, OPRM1-OPRD1 ag -0.9, V-ATPase pHluor 3, Keap1 Nrf2 FP -4, Cardiac RTF inh -6, HTR5A ag -1 and LANA DNA inh 0.9.

Brought forward from above: two compounds, then new ones.
Screening Cc1cc2cc(CNC(=S)NCc3ccccc3)ccc2n1C returned MOR-DOR inv ag 7, cardiac RTF act 2, HTR5A inv ag -13, OPRM1-OPRD1 ag -1.4, V-ATPase pHluor -2, Keap1 Nrf2 FP 4, Cardiac RTF inh -2, HTR5A ag 0 and LANA DNA inh -2.0.
Screening COc1cc(C(=O)Nc2ccccc2SCc2cc(=O)n3nc(C)sc3n2)cc(OC)c1OC returned MOR-DOR inv ag 5, cardiac RTF act 4, CAL-PDZ inh HTS 0, HTR5A inv ag 4, OPRM1-OPRD1 ag -0.9, V-ATPase pHluor 3, Keap1 Nrf2 FP -4, Cardiac RTF inh -6, HTR5A ag -1 and LANA DNA inh 0.9.
For CC(Oc1ccc(Cl)cc1Cl)c1ccn[nH]1 (configuration not stated) the results were MOR-DOR inv ag -14, cardiac RTF act 2, CAL-PDZ inh HTS 0, HTR5A inv ag -24, OPRM1-OPRD1 ag 2.7, V-ATPase pHluor 4, Keap1 Nrf2 FP -1, Cardiac RTF inh -1, HTR5A ag -2 and LANA DNA inh -1.1.
Screening COc1ccccc1N1CCN(C(=O)c2ccccc2NC(=O)C2CCCCC2C(=O)O)CC1 (configuration not stated) returned MOR-DOR inv ag 4, cardiac RTF act 9, CAL-PDZ inh HTS -6, HTR5A inv ag -9, OPRM1-OPRD1 ag -0.8, V-ATPase pHluor -1, Keap1 Nrf2 FP 0, Cardiac RTF inh -6, HTR5A ag 3 and LANA DNA inh 1.4.
Nc1nc(SCC(=O)Nc2ccccc2Oc2ccccc2)n[nH]1 was read as MOR-DOR inv ag 4, cardiac RTF act 13, CAL-PDZ inh HTS -4, HTR5A inv ag -1, OPRM1-OPRD1 ag -0.7, V-ATPase pHluor 0, Keap1 Nrf2 FP -5, Cardiac RTF inh 0, HTR5A ag 0 and LANA DNA inh -0.6.
CC1(C)CC(=O)CC(C)(C)N1OC(=O)c1ccncc1 was read as MOR-DOR inv ag 12, cardiac RTF act -8, HTR5A inv ag -20, OPRM1-OPRD1 ag -2.1, V-ATPase pHluor 1, Keap1 Nrf2 FP 2, Cardiac RTF inh 1, HTR5A ag 3 and LANA DNA inh 0.0.
`N#Cc1c2c(c(Nc3ccc(O)cc3)n3c1nc1ccccc13)CCC2` gave MOR-DOR inv ag -29, cardiac RTF act -5, CAL-PDZ inh HTS -1, HTR5A inv ag 16, OPRM1-OPRD1 ag 5.3, V-ATPase pHluor -2, Keap1 Nrf2 FP -3, Cardiac RTF inh 4, HTR5A ag 1 and LANA DNA inh -1.0.
